High-throughput results (PubChem)
p53 reactivator: qHTS assay for re-activators of p53 using a Luc reporter; H1299 p53-A138V BP100-luciferase reporter, luminescence, 24 h; Potency, µM (top dose mostly 92.2 µM), without a hit: at the highest dose activity change, positive = activation, usual class: activators; actives 0.063% (n = 320,000); also: % of control where 0% means no effect; nearly all actives have a fitted effect of over 45% in size
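p53-null H1299 cells stably carrying temperature-sensitive p53-A138V and a BP100-luciferase reporter were pinned with compounds (4-point, 1:5 series) and held 24 hrs at 37 deg C. Luminescence was read 10 min after detection reagent.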
BRCA1 expr act: qHTS Assay to Identify Small Molecule Activators of BRCA1 Expression; MCF7-BRCA1-FFLuc reporter, luminescence, 48 h; response scale: scaled: vehicle 0%, 10 µM genistein 100%; Potency, µM (highest dose often 46.1 µM), for inactives: at the top dose activation, hits mostly activators; actives 1.1% (n = 380,000); also: nearly all actives have a fitted effect of over 80% in size; some results filed as inactive show a strong effect at the top dose
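48 h compound treatment of MCF7-BRCA1-FFLuc cells (phenol-red free MEM, 37 °C), then 15 min with luciferase substrate and luminescence imaging.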
NPC1 promoter act: qHTS Assay for NPC1 Promoter Activators | actives 2.4% (n = 320,000) | Huh7 NPC1 promoter luciferase reporter, 24 h | AID 485313, 2010 | Potency, µM (series often up to 9.22 µM), inactives show at the top dose activation, most hits filed as activators;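 also: % of control where 0% means no effect; nearly all actives have a fitted effect of over 60% in size; reporter is driven by a mutant NPC1 promoter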
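Quantitative HTS used a cell-based reporter: Huh7 cells stably bearing the NPC1 promoter upstream of luciferase were treated with compounds for 24 h, and promoter activation was read as luminescence.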
FLuc modulator: qHTS profiling assay for firefly luciferase inhibitor/activator using purifed enzyme and Km concentrations of substrates (counterscreen for miR-21 project); purified FLuc, Km substrates, luminescence inhibition; AID 588342, 2011; actives 6.9% (n = 360,000); Potency, µM (highest dose often 57.5 µM), for inactives: at the top dose activity change, negative = inhibition, actives largely listed as inhibitors; Luciferin 4-monooxygenase (Photinus pyralis), P08659;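 also: plate controls were vehicle for no effect and reference inhibitor for full effect; nearly all actives have a fitted effect of over 55% in size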
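Biochemical qHTS of compounds, final roughly 60 µM downward over six points, against 10 nM purified firefly luciferase using Km concentrations of substrates (10 uM D-luciferin, 10 uM ATP) in Tris acetate pH 7.5 buffer; luminescence output.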
Rab9 promoter act: qHTS Assay for Rab9 Promoter Activators; Potency, µM (titrated, usually from 9.22 µM), without a hit: at the top dose activation, negative = inhibition, hits mostly activators; actives 2.8% (n = 320,000); Huh7 Rab9 promoter-luciferase reporter, luminescence, 24 h; also: % of control where 0% means no effect; nearly all actives have a fitted effect of over 60% in size
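Measured in stably transfected Huh7 cells bearing a Rab9 promoter–luciferase construct: 24 h compound treatment at 37 °C, followed by luminescence detection.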
RORg inh: qHTS for inhibitors of ROR gamma transcriptional activity | Nuclear receptor ROR-gamma (Mus musculus), P51450 | Potency, µM (series often up to 53.6 µM), without a hit: at the top dose activity change, negative = inhibition, hits mostly inhibitors | actives 5.4% (n = 310,000) | Drosophila S2 Gal4-RORgamma UAS-luciferase reporter, 20 h; also: % is scaled to controls: 0 for no effect and ±100 for the full control effect; nearly all actives have a fitted effect of over 60% in size
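Luciferase reporter read in Schneider cells carrying Gal4-RORγ (mouse) and UAS-Photinus luciferase; cells given compound 1 h before 700 uM copper sulfate induction, then incubated 20 h at ambient temperature.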
MLL CXXC-DNA inh: qHTS Fluorescence Polarization Assay for Inhibitors of MLL CXXC domain - DNA interaction. Histone-lysine N-methyltransferase 2A (Homo sapiens), Q03164. MLL-CXXC / FITC-HOXA9 DNA fluorescence polarization. Potency, µM (titrated, usually from 115 µM), for the others: at the highest dose activity change, negative = inhibition, usual class: inhibitors. actives 0.037% (n = 290,000). AID 2662, 2010; active = well fitted inhibition curve with a large enough effect in the polarisation, with a control signal flat, not every such curve was filed as active; inconclusive = small, poorly fitted or top-dose-only effect, or effect the other way, or a change in a side signal; inactive = no such curve, though single readings can be large or run the other way; the % refers to the polarisation
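Steps: dispense CXXC domain solution (7 uM) → pin compounds or unlabeled HOX-A9 DNA control → 5 min ambient → add FLSN-HOX-A9 solution (50 nM) → spin → 30 min ambient → fluorescence polarization. Tris pH 7.5/NaCl/DTT/BSA buffer.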
VP16 counter: VP16 counterscreen qHTS for inhibitors of ROR gamma transcriptional activity; Drosophila S2 Gal4-VP16 UAS-luciferase, luminescence, 20 h; Potency, µM (highest dose often 53.6 µM), for the others: at the highest dose activity, negative = inhibition, hits mostly inhibitors; actives 3.5% (n = 310,000);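 also: Gal4-VP16 expression switched on by copper sulfate through the metallothionein promoter; % is scaled to controls: 0 for no effect and ±100 for the full control effect; nearly all actives have a fitted effect of over 50% in size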
ELG1 genotox: qHTS screen for small molecules that induce genotoxicity in human embryonic kidney (HEK293T) cells expressing luciferase-tagged ELG1; AID 504466, 2011; HEK293T ELG1-luciferase reporter, luminescence, 16 h; Potency, µM (titrated, usually from 46 µM), inactives show at the highest dose activity change, positive = activation, most hits filed as activators; actives 1.3% (n = 330,000); also: % of control where 0% means no effect; nearly all actives have a fitted effect of over 60% in size
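Cells (2,000/well) expressing the ELG1-luciferase fusion are dosed by pin tool and kept 16 hr at 37 °C, 5% CO2. Signal comes from ONE-Glo luciferase reagent after 30 min at room temperature.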
MBNL1 CUG block: qHTS Assay for Inhibitors of MBNL1-poly(CUG) RNA binding | TR-FRET MBNL1-His/biotin-(CUG)12 binding, 665/545 ratio | Potency, µM (highest dose often 57.5 µM), without a hit: at the top dose activity change, negative = inhibition, hits mostly inhibitors | actives 0.036% (n = 280,000); active = well fitted inhibition curve with a large enough effect in the signal ratio, with a control signal flat, not every such curve was filed as active; inconclusive = small, poorly fitted or top-dose-only effect, or effect the other way, or a change in a side signal; inactive = no such curve, though single readings can be large or run the other way; the % refers to the signal ratio; also: % is scaled to controls: 0 for no effect and ±100 for the full control effect
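Compound titration spanned 92 nM–58 uM against the MBNL1-His/biotin-(CUG)12 complex. After 60 min at room temperature with 5 nM streptavidin-XL665 and 0.055 ng/ul terbium anti-His, ratiometric 665/545 nm emission (Ex 340 nm) normalized to controls.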
uPA surface inh: qHTS for Inhibitors of Cell Surface uPA Generation; cell surface uPA generation assay, qHTS; Potency, µM (doses to about 38.3 µM), inactives show at the top dose activity change, negative = inhibition, hits mostly inhibitors; actives 0.31% (n = 330,000); active = well fitted inhibition curve with a large enough effect; inconclusive = small, poorly fitted or top-dose-only effect; inactive = no such curve, though single readings can be large or run the other way; tested in mouse RAW 264.7 cells; also: % is scaled to controls: 0 for no effect and ±100 for the full control effect; nearly all actives have a fitted effect of over 55% in size
The depositor's hits bear a star; ? = inconclusive; . = no result given; & = joins results of further samples; [ ] = remark or other dose. Unless noted, calls follow the shape of the dose curve; as a rule, active = well fitted curve in the direction sought with a large enough effect; inconclusive = small, poorly fitted or top-dose-only effect, or another doubt; inactive = no such curve, though single readings can be large; an effect the other way counts as inactive or inconclusive. Potency is read from the fitted curve at half-maximal effect. Some of the compounds tested; rates above refer to the full screens.

cpd	SMILES	p53 reactivator	BRCA1 expr act	NPC1 promoter act	FLuc modulator	Rab9 promoter act	RORg inh
1	CC(=O)c1cccc(-n2nnnc2SCC(=O)Nc2cccc(NC(=O)c3ccco3)c2)c1	-1%	-17%	12%	?	13%	?
2	O=C(CCN1CCCCC1)Nc1cccc(Cl)c1	8%	5%	7%	1%	10%	-23%
3	COc1cc(Cl)c(S(=O)(=O)N2CC(C)OC(C)C2)cc1Cl (stereo not given)	-2%	-18%	18%	-3%	5%	1%
4	CCCSC(=O)N(CC)CC(=O)Nc1c(CC)cccc1CC	-10%	-10%	-2%	0%	-3%	6%
5	N#CCc1nn(Cc2ccc(F)cc2)c(=O)c2ccccc12	-1%	-22%	-1%	-1%	-1%	-3%
6	N#Cc1ccccc1NC(=O)COC(=O)c1ccc2c(c1)OCCO2	?	-15%	1%	19µM*	?	?
7	Cn1[nH]c(-c2ccccc2)c(/C=N/O)c1=O	11%	-1%	-2%	0%	-2%	3.5µM*
8	COc1c(Cl)cc(-c2noc(C)c2C(=O)NC(C)C)cc1Cl	3%	-18%	-2%	-2%	-3%	-14%
9	CCOC(=O)C1CN(S(=O)(=O)c2ccc(C)cc2)CCN1S(=O)(=O)c1ccc(C)cc1 (stereo not given)	10%	4%	1%	-3%	-4%	2%
10	CCN1CCN(CCCNC(=O)CCCn2nc(C)c3sc4ccccc4c3c2=O)CC1	16%	-1%	2%	0%	4%	-5%

cpd	MLL CXXC-DNA inh	VP16 counter	ELG1 genotox	MBNL1 CUG block	uPA surface inh
1	0%	-8%	-11%	0%	2%
2	17%	1%	1%	1%	1%
3	1%	3%	2%	1%	-1%
4	2%	-3%	-2%	-4%	-4%
5	4%	17%	0%	-3%	7%
6	-2%	3%	6%	53%[activator]	-1%
7	-10%	0.89µM*	2%	6%	0%
8	9%	0%	3%	3%	-6%
9	5%	-3%	-8%	-5%	-3%
10	7%	3%	1%	2%	0%

Single values from the list:
CC(=O)c1cccc(-n2nnnc2SCC(=O)Nc2cccc(NC(=O)c3ccco3)c2)c1 in BRCA1 expr act has -17%
CCOC(=O)C1CN(S(=O)(=O)c2ccc(C)cc2)CCN1S(=O)(=O)c1ccc(C)cc1 (stereo not given) in ELG1 genotox has -8%
N#Cc1ccccc1NC(=O)COC(=O)c1ccc2c(c1)OCCO2 in BRCA1 expr act has -15%
Cn1[nH]c(-c2ccccc2)c(/C=N/O)c1=O in RORg inh has 3.5µM*

Four entries picked at random from the list so far:
cpd	SMILES	p53 reactivator	BRCA1 expr act	NPC1 promoter act	FLuc modulator	Rab9 promoter act	RORg inh
9	CCOC(=O)C1CN(S(=O)(=O)c2ccc(C)cc2)CCN1S(=O)(=O)c1ccc(C)cc1 (stereo not given)	10%	4%	1%	-3%	-4%	2%
7	Cn1[nH]c(-c2ccccc2)c(/C=N/O)c1=O	11%	-1%	-2%	0%	-2%	3.5µM*
4	CCCSC(=O)N(CC)CC(=O)Nc1c(CC)cccc1CC	-10%	-10%	-2%	0%	-3%	6%
8	COc1c(Cl)cc(-c2noc(C)c2C(=O)NC(C)C)cc1Cl	3%	-18%	-2%	-2%	-3%	-14%

cpd	MLL CXXC-DNA inh	VP16 counter	ELG1 genotox	MBNL1 CUG block	uPA surface inh
9	5%	-3%	-8%	-5%	-3%
7	-10%	0.89µM*	2%	6%	0%
4	2%	-3%	-2%	-4%	-4%
8	9%	0%	3%	3%	-6%

Later entries.
cpd	SMILES	p53 reactivator	BRCA1 expr act	NPC1 promoter act	FLuc modulator	Rab9 promoter act	RORg inh
11	CCCCNC(=O)Nc1cc(C(F)(F)F)c[nH]c1=O	2%	-1%[1.84 µM]	11%	0%	-1%	0%
12	CCCCNC(=O)C1CC(=O)N(CCc2ccccc2)C1 (stereo not given)	1%	21%	2%	-1%	-4%	-2%
13	COc1ccc(CCNC(=S)NNC(=O)c2c(Br)c(C)nn2C)cc1OC	-6%	-6%	0%	-7%	0%	?
14	Cc1oc(-c2cccc(Cl)c2)nc1CN1CCC(C(=O)NCCCN2CCCC2=O)CC1	-3%	2%	0%	6%	0%	-37%
15	COC(=O)C1=C(CS(=O)(=O)c2ccccc2)NC(=O)NC1c1ccc(OC)c(OC)c1 (stereo not given)	-8%	2%	1%	3%	0%	-15%
16	CCOC(=O)c1sc(NC(=O)/C=C/c2cnn(CC)c2C)c(C(=O)OCC)c1C	-6%	-83%[inhibitor]	-5%	-1%	0%	13%
17	C=CCNc1nc(SCC=C)nc2ccsc12	3%	-23%	-2%	-4%	3%	8%
18	O=S(=O)(NC1CC2CCC1C2)c1ccc(Cl)cc1 (stereo not given)	.	-24%	-3%	-1%	4%	44%[1.91 µM]
19	CCC(C)NC(=O)Cn1c(=O)n(CCCCC(=O)NCc2ccco2)c(=O)c2ccccc21 (stereo not given)	-2%	4%	0%	-1%	1%	-26%
20	CC(C)CNc1nc(N)c([N+](=O)[O-])c(NCc2ccccc2)n1	2%	-20%	0%	0%	-6%	36%

cpd	MLL CXXC-DNA inh	VP16 counter	ELG1 genotox	MBNL1 CUG block	uPA surface inh
11	-8%	-13%	5%	-2%	2%
12	-3%	-7%	1%	7%	6%
13	10%	-25%	1%	-3%	8%
14	3%	-2%	-3%	-10%	?
15	3%	-6%	4%	4%	?
16	-2%	?	-8%	-3%	.
17	-1%	-9%	-2%	1%	-4%
18	-4%	0%	-2%	-5%	24%
19	-12%	18%	1%	3%	-1%
20	-3%	-4%	4%	1%	-10%

Following part:
cpd	SMILES	p53 reactivator	BRCA1 expr act	NPC1 promoter act	FLuc modulator	Rab9 promoter act	RORg inh
21	COc1ccc(/C=C/C(=O)OCCCN(C)C)cc1	-1%	13%	-4%	2%	-3%	1%
22	CCC1CN(C(=O)NCc2ccc(F)cc2)c2ccccc2O1 (stereo not given)	-2%	-9%	4%	-1%&-15%	-3%	22%
23	CS(=O)(=O)N(CC(=O)N1CCC(C(N)=O)CC1)Cc1ccc(Cl)c(Cl)c1	-3%	0%	1%	1%	-9%	-24%
24	CC12C(=O)N(c3ccccn3)C(=O)C1C1C=CC2C1 (stereo not given)	-4%	35%	-4%	3%	-3%	-26%
25	N#C/C(=C/Nc1ccccc1F)S(=O)(=O)c1ccc(Cl)cc1	-2%	-45%	-2%	2%	-6%	37%
26	N#Cc1ccccc1CSc1nc2ccsc2c(=O)n1Cc1ccccn1	2%	60%	1%	1%	3%	?
27	O=S(=O)(c1ccc(S(=O)(=O)N(Cc2ccco2)Cc2ccccc2Cl)cc1)N1CCCC1	21%	-11%	-5%	-12%	-14%	-45%[0.365 µM]
28	COc1ccc(Nc2nc(N)nc(CSc3nccc(C)n3)n2)cc1	8%	21%	1%	2%[2.3 µM]	-4%	32%
29	CCc1nnc(NC(=O)Cc2c[nH]c3ccccc23)s1	-1%	-53%	-1%	4%	-5%	36%
30	CNc1c(NS(=O)(=O)c2ccc(Br)cc2)c(=O)oc2ccccc12	-7%	-3%	-1%	-1%	-1%	-12%
31	O=C(NC1CCCc2ccccc21)C1CCCC1 (stereo not given)	-1%	-5%	-2%	0%	-1%	-6%
32	O=S(=O)(Nc1nc2ccccc2[nH]1)c1ccc(Cl)cc1	-16%	1%	-1%	1%	-2%	-40%
33	C/C(=N\NC(=O)c1ccc(O)cc1)c1ccc2c(c1)Nc1ccccc1S2	-2%	-5%	4%	?	-13%	?

cpd	MLL CXXC-DNA inh	VP16 counter	ELG1 genotox	MBNL1 CUG block	uPA surface inh
21	6%	-11%	-3%	22%	-3%
22	16%	19%	-1%	-2%	5%
23	9%	1%	1%	-2%	4%
24	-7%	7%	6%	-4%	-28%
25	-10%	-1%	-10%	-8%	-1%
26	-2%	?	7%	.	-1%
27	11%	.	-1%	-5%	2%
28	12%	?	15%	0%	1%
29	4%	9%	-8%	-1%	11%
30	-1%	0%	12%	6%	-11%
31	19%	-3%	-2%	-7%	-2%
32	-11%	3%	-1%	-1%	-1%
33	13%	?	-6%	?	-14%
